Source: PubChem BioAssay
SENP1 inh: human SENP1 catalytic domain inhibitors, primary screen, biochemical, FRET, uHTS | Sentrin-specific protease 1 (Homo sapiens), Q9P0U3 | recombinant SENP1 catalytic domain, CyPet-SUMO1-YPet FRET cleavage | inhibition, % at 10 µM | 360,000 tested, 0.21% active;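 active = inhibition at least 30% at 10 µM, raw YFP signal under a set limit, fluorescence ratio 0.5 to 1.5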;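 note: 0% = enzyme with DMSO and 100% = no enzyme wells; some results filed as inactive read as strong as hits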
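material = recombinant human SENP1 catalytic domain, His6-tagged | quantity = 20 pM enzyme | reagent = 25 nM SUMO1 FRET substrate | compound dosing = 10 µM single point, 0.5% DMSO | timing = 50 min enzyme reaction, room temperature, light-protected | detection = FRET, CFP and YFP emission | control set = no-enzyme low, enzyme-DMSO high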
UBC13 inh: UBC13 polyubiquitin chain formation inhibitors, primary screen, biochemical, TR-FRET, uHTS. Ubiquitin-conjugating enzyme E2 N (Homo sapiens), P61088. inhibition, % at 20 µM. 330,000 tested, 0.47% active; in the data active = inhibition above about 45%, passing the limit was not always enough
Apaf1 inhib: inhibitors of human Apaf-1 apoptosome, primary screen, biochemical, DEVD-Rh110 fluorescence, uHTS. Apoptotic protease-activating factor 1 (Homo sapiens), O14727. reconstituted apoptosome caspase-3 activity. inhibition, % at 20 µM. 330,000 tested, 0.71% active. AID 489030, 2010; active = inhibition of at least 40% at 20 µM;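 note: plate controls were DMSO wells for no effect and DEVD-CHO caspase inhibitor wells for full effect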
Target sequence (O14727 whole entry, looked up): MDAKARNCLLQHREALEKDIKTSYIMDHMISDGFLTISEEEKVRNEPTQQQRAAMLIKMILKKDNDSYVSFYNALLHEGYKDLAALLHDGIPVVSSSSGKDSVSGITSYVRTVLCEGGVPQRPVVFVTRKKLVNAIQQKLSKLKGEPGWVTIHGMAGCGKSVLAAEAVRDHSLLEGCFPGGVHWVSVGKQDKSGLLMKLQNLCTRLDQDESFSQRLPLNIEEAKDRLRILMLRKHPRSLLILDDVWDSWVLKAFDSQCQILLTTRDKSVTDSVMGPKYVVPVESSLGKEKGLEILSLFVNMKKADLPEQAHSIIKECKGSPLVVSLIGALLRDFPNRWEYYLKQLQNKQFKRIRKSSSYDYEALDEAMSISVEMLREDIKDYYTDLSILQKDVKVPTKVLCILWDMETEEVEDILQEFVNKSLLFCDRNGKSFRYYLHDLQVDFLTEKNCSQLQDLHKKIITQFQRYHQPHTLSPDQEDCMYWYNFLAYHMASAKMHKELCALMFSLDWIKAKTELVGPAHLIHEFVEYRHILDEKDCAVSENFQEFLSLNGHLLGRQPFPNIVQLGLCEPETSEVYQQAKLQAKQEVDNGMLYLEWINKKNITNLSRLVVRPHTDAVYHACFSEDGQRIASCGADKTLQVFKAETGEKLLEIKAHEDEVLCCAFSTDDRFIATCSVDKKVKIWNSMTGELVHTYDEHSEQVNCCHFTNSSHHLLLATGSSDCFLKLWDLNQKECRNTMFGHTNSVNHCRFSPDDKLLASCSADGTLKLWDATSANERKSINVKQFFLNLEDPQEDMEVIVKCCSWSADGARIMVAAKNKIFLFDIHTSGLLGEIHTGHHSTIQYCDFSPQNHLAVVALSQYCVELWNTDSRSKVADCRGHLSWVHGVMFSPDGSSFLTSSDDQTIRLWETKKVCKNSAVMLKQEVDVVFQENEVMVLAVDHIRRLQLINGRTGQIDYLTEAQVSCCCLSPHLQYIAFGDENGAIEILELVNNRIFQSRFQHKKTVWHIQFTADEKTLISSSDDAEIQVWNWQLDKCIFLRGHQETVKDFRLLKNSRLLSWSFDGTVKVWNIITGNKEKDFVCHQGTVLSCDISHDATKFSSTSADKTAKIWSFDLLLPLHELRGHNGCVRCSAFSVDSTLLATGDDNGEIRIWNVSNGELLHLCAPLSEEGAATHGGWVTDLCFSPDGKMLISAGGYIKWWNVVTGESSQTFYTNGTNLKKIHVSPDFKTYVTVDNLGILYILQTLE
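Assay system: Apoptosome proteins | Medium: pH 7.5 Hepes buffer with CHAPS, BSA, DTT | Also added: Cytochrome c and DEVD-Rh110 substrate | Times: 30 min plus 50 min, RT | Detection: Rhodamine 110 fluorescence at Ex 480/Em 540 nm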
SENP7 inh: SENP7 protease inhibitors, primary screen, biochemical, luminescence, uHTS; Sentrin-specific protease 7 (Homo sapiens), Q9BQF6; recombinant SENP7, Z-RLRGG-aminoluciferin luminescence, 40 min; inhibition, % at 5 µM; 330,000 tested, 1.5% active; AID 434973, 2010;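 active = inhibition above about 50% at the single test dose, limit read from the data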;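 note: plate controls were DMSO with enzyme for no effect and no enzyme buffer wells for full effect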
SENP6 block: SENP6 protease inhibitors, primary screen, biochemical, luminescence, uHTS | 330,000 tested, 1.8% active | Sentrin-specific protease 6 (Homo sapiens), Q9GZR1 | AID 2599, 2010 | Recombinant SENP6 catalytic domain, aminoluciferin luminescence | inhibition, % at 10 µM;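 active = inhibition above about 50% at the single tested dose, limit read from the data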;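 note: plate controls were DMSO wells with enzyme for no effect and DMSO wells lacking enzyme for full effect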
SENP8 block-1: SENP8 protease inhibitors, primary screen, biochemical, luminescence; Sentrin-specific protease 8 (Homo sapiens), Q96LD8; purified SENP8, Z-RLRGG-aminoluciferin cleavage; inhibition, % at 10 µM; 330,000 tested, 1.2% active; AID 2540, 2010; in the data active = inhibition above about 50%
A3G deaminase: APOBEC3G DNA deaminase inhibitors, primary screen, biochemical, fluorescence, single-stranded DNA substrate, uHTS; 330,000 tested, 0.28% active; recombinant A3G, ssDNA deamination FAM/TAMRA fluorescence; inhibition, % at 20 µM; DNA dC->dU-editing enzyme APOBEC-3G (Homo sapiens), Q9HC16;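 active = inhibition of at least 40% at 20 µM, with no more than 30% in the related APOBEC3A deaminase screen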;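 note: plate controls were DMSO wells with A3G for no effect and wells lacking A3G enzyme for full effect; some compounds called inactive have numbers as strong as hits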
SENP8 block-2: human SENP8 protease inhibitors, primary screen, biochemical, fluorescence, Nedd8 protein substrate, uHTS | 360,000 tested, 0.64% active | AID 602440, 2012 | inhibition, % at 20 µM | recombinant SENP8; in the data active = inhibition mostly above about 40%, no sharp cut-off; inactive = mostly below about 27%
The depositor's hits bear a star; nt = no result given.

Start of the listing, in advance:
[1] O=[N+]([O-])c1ccc(-c2nc(NCc3ccccc3)c3ccccc3n2)cc1
[2] COCC(=O)Nc1c(C(=O)Nc2ccc3c(c2)OCO3)oc2ccccc12
[3] Cc1ccc(-n2nc(C)c3c2OC(N)=C(C#N)C3c2ccc(C)o2)cc1 (configuration not stated)
[4] COc1ccnc(NCc2ccc(Cl)cc2)c1C#N
[5] CCOC(=O)c1cc(C)sc1/N=C/C1C(=O)CCCC1=O
[6] Cc1occc1C(=O)N1CCN(c2ccccc2)CC1

Compound	1	2	3	4	5	6
SENP1 inh	2	-1	-3	1	-36	-3
UBC13 inh	-2	0	-48	3	-7	-21
Apaf1 inhib	2	7	1	-9	2	-4
SENP7 inh	4	-13	-8	-2	1	-4
SENP6 block	15	-11	17	-9	5	-12
SENP8 block-1	1	-10	-9	-12	-2	-3
A3G deaminase	-2	-10	-7	2	-6	-5
SENP8 block-2	5	-26	32	-68	-16	8

The list itself (from the top)
[1] O=[N+]([O-])c1ccc(-c2nc(NCc3ccccc3)c3ccccc3n2)cc1
[2] COCC(=O)Nc1c(C(=O)Nc2ccc3c(c2)OCO3)oc2ccccc12
[3] Cc1ccc(-n2nc(C)c3c2OC(N)=C(C#N)C3c2ccc(C)o2)cc1 (configuration not stated)
[4] COc1ccnc(NCc2ccc(Cl)cc2)c1C#N
[5] CCOC(=O)c1cc(C)sc1/N=C/C1C(=O)CCCC1=O
[6] Cc1occc1C(=O)N1CCN(c2ccccc2)CC1
[7] Cc1cc[n+](-c2[nH]c(=O)sc2/C=N/N=C(\[O-])c2ccncc2)cc1C
[8] NC(=O)c1ccc(NC(=O)Cc2ccc(S(=O)(=O)N3CCCCC3)cc2)cc1
[9] CC1CCc2c(sc(NC(=O)Cn3nc(C(=O)O)c4ccccc4c3=O)c2C#N)C1 (configuration not stated)
[10] CC1=CC(c2ccccc2)=Nc2ccc(C)cc2N1

Compound	1	2	3	4	5	6	7	8	9	10
SENP1 inh	2	-1	-3	1	-36	-3	2	-5	-1	0
UBC13 inh	-2	0	-48	3	-7	-21	-18	-6	10	-11
Apaf1 inhib	2	7	1	-9	2	-4	-4	-1	-9	-3
SENP7 inh	4	-13	-8	-2	1	-4	-19	5	8	8
SENP6 block	15	-11	17	-9	5	-12	-4	1	-29	60*
SENP8 block-1	1	-10	-9	-12	-2	-3	-23	1	-1	46
A3G deaminase	-2	-10	-7	2	-6	-5	-4	-1	-7	-2
SENP8 block-2	5	-26	32	-68	-16	8	22	-15	6	-34

Values by screen from the entries so far:
Entries 2 to 7 in UBC13 inh: 0, -48, 3, -7, -21, -18
Entries 2 to 7 in SENP7 inh: -13, -8, -2, 1, -4, -19
Entries 2 to 7 in SENP8 block-1: -10, -9, -12, -2, -3, -23

Further structures:
[11] c1ccc(CN2CCN(Cc3cn4cccnc4n3)CC2)cc1
[12] C[C@@H]1CN([C@@H](C)CO)C(=O)c2cc(NS(=O)(=O)c3ccc(Cl)cc3)ccc2O[C@H]1CN(C)Cc1ccncc1
[13] CCNC(=S)N/N=C(\C)c1ccc(N2CCOCC2)cc1
[14] NC(=S)N/N=C/c1ccc(-c2ccc([N+](=O)[O-])cc2)o1
[15] COc1ccc(NC(=O)CCOc2ccc(C)cc2)cc1S(=O)(=O)N1CCCCC1
[16] CC1CCCCC1n1c(=S)[nH]c2ccccc2c1=O (configuration not stated)
[17] CCOc1ccc(-c2nnc3n2N=C(c2ccc(OC)cc2)CS3)cc1
[18] Cc1cc(=O)[nH]c(Nc2ccc(Cl)cc2)n1
[19] CCN(Cc1ccccc1)S(=O)(=O)c1c(C)n(C)c(=O)n(C)c1=O
[20] CC(C)c1ccc(OCc2nc(-c3ccccn3)no2)c(Br)c1

Compound	11	12	13	14	15	16	17	18	19	20
SENP1 inh	2	1	-1	-45	1	0	1	2	-1	0
UBC13 inh	13	5	-31	-37	12	1	2	2	2	10
Apaf1 inhib	0	14	-4	8	11	5	-5	-16	1	17
SENP7 inh	10	4	-6	-1	10	-13	-5	-7	-6	69*
SENP6 block	-1	4	-24	8	-10	-4	-12	-6	-1	85*
SENP8 block-1	-1	1	-1	-4	-5	1	-1	-3	9	67*
A3G deaminase	-8	2	5	9	5	-2	-8	-8	-7	4
SENP8 block-2	-119	-17	-137	1	12	-3	11	9	0	29

[21] CCOc1ccc(-c2nc(C)c(C(C)=O)n2O)cc1
[22] O=c1ncn(-c2ccc(F)cc2)c2ncccc12
[23] CC(=O)c1ccc(S(=O)(=O)N(C)CC(=O)NCc2ccco2)cc1
[24] O=C(C1CCN(S(=O)(=O)c2ccccc2)CC1)N1CCN(c2ccccc2F)CC1
[25] Clc1ccc(C2NCCc3sccc32)cc1 (configuration not stated)
[26] Cc1ccc(NC(=O)CSc2nnc(Cc3cccn3C)n2-c2ccc(F)cc2)cc1
[27] COc1ccc(N2C(=O)CC(C#N)=C2N)cc1
[28] CCOc1ccc(Cl)cc1S(=O)(=O)N1CCC(C(=O)N2CCCC2)CC1
[29] CC1(C(=O)NCC2CC2)C=CC2(CCCCC2)N1C(=O)c1ccccc1 (configuration not stated)
[30] COc1ccc(NC(=O)c2oc3ccccc3c2CSC)cn1

Compound	21	22	23	24	25	26	27	28	29	30
SENP1 inh	1	1	1	1	3	1	1	1	1	0
UBC13 inh	10	-9	-1	4	-9	3	-5	-1	7	3
Apaf1 inhib	-9	-2	-6	-9	-2	4	0	-8	6	13
SENP7 inh	-14	-8	1	-1	-7	-6	2	4	0	6
SENP6 block	0	-14	2	4	-10	18	-3	-15	3	3
SENP8 block-1	-1	-8	5	4	-7	3	2	-1	-9	-1
A3G deaminase	-5	-10	-5	-6	1	-3	-1	-10	16	14
SENP8 block-2	14	13	10	15	11	-2	9	11	3	3

[31] N#Cc1c(-c2ccccc2)nc(SCc2ccc(Cl)cc2)[nH]c1=O
[32] COCC(=O)N/N=C(\C)CC(=O)NCc1ccco1
[33] CCOC(=O)C1=C(C)Nc2nc(C)nn2C1c1ccc(OCC)c(OC)c1 (configuration not stated)
[34] Cc1ccc(NC(=O)c2ccc(Cl)c(N3C(=O)C=CC3=O)c2)cc1
[35] COc1cc(C(=O)NCCOc2ccccc2)c(Br)c(OC)c1OC
[36] CC(C)(C)c1ccc(S(=O)(=O)N2CCN(c3ncccn3)CC2)cc1
[37] C=C(C)CNc1cc(S(=O)(=O)N2CCOCC2)ccc1Oc1ccccc1
[38] COc1ccc(/C=C/C(=O)Nc2cccc(S(=O)(=O)NC3=NCCCCC3)c2)cc1
[39] O=C(CCCN1CCC(NC(=O)c2ccccc2)CC1)c1ccc(Cl)cc1
[40] CCNC(=O)c1c(O)c2cccc3c2n(c1=O)CC3

Compound	31	32	33	34	35	36	37	38	39	40
SENP1 inh	3	3	1	-38	2	1	-1	2	3	3
UBC13 inh	16	5	5	-6	2	-7	-4	-13	-2	15
Apaf1 inhib	11	-2	4	7	-6	17	24	-12	22	-4
SENP7 inh	4	-5	2	-2	3	-10	-11	-3	-11	7
SENP6 block	28	9	-6	0	-9	-7	2	-5	1	-27
SENP8 block-1	11	-1	-2	4	2	6	-9	-2	-8	-7
A3G deaminase	-7	-8	6	46*	-3	1	-3	-1	-1	-2
SENP8 block-2	-8	17	-8	15	33	0	-16	-11	9	-163

[41] CC(C)(C)c1nnc2sc(SCC(=O)c3ccc4c(c3)OCCO4)nn2c1=O
[42] O=C(C1CCCN(S(=O)(=O)c2cccc3nonc23)C1)N1CCN(c2ccccc2Cl)CC1 (configuration not stated)
[43] COC(=O)c1c(C)[nH]c(C(=O)CN2C(=O)NC3(CCOc4ccccc43)C2=O)c1C (configuration not stated)
[44] CCOC(=O)Cc1ccc(NC(=O)c2cccc([N+](=O)[O-])c2)cc1
[45] COc1cc2c(cc1OC)C(c1cccc(Cl)c1)CC(=O)N2 (configuration not stated)
[46] COc1cc(CC(=O)N2CCN(C(=O)C3CCCO3)CC2)cc(OC)c1OC (configuration not stated)
[47] Cc1cc(C)c2nc(N3CCN(C)CC3)c(C#N)cc2c1
[48] Cc1cc(=O)oc2ccc(OCc3ccccc3)cc12
[49] Cc1n[nH]c(C)c1CNCc1c(C(=O)N2CCCCCCC2)nc2ccc(Cl)cn12
[50] CCOC(=O)[C@H]1[C@H]2COc3ccc(Br)cc3[C@@H]2N2C(=O)CN(Cc3ccc(OC)cc3)C(=O)[C@@]12C

Compound	41	42	43	44	45	46	47	48	49	50
SENP1 inh	0	3	1	0	-1	-1	-93	1	-3	-8
UBC13 inh	-7	-13	1	9	1	0	1	12	1	-6
Apaf1 inhib	-11	18	-5	-9	-5	3	19	1	4	27
SENP7 inh	6	-5	6	42	3	11	1	0	0	-3
SENP6 block	12	-7	4	32	0	4	-10	-15	-3	-14
SENP8 block-1	3	-1	4	29	1	0	1	-7	-3	-18
A3G deaminase	-2	-2	-3	-10	-3	3	-2	-3	0	-10
SENP8 block-2	8	12	10	4	14	3	-102	-113	15	-9

[51] O=C(O)c1cccc(Cn2c(Cl)c(/C=N/NC(=O)c3ccccc3)sc2=O)c1
[52] Cc1ccc(NC(=O)C2=C(O)c3ccccc3N(C)S2(=O)=O)cc1
[53] CCCC(=O)NC(=S)Nc1cccc(Cl)c1N1CCCC1
[54] COc1ccccc1NC(=S)NCCN1CCOCC1
[55] COC(=O)c1sc(S(=O)(=O)NCCCN(C)C)c(C(=O)OC)c1C
[56] COc1ccc(COC(=O)c2cc([N+](=O)[O-])ccc2N2CCOCC2)cc1F
[57] COc1ccc2cc(C#N)c(Nc3cccc(F)c3)nc2c1
[58] Cc1cc(Br)ccc1NC(=O)CN(C)C(=O)CSCc1ccccc1
[59] Cc1ccc(-c2cc(C(=O)NCCCn3ccnc3)no2)cc1
[60] COc1cc(OC)c(OC)cc1/C=N/NC(=O)CSc1ccccc1F
[61] COc1ccc(-c2cc(C(F)(F)F)c(C#N)c(SCC(=O)Nc3ccccc3C#N)n2)cc1
[62] Nc1nnc(CC(=O)NCc2ccccc2)s1

Compound	51	52	53	54	55	56	57	58	59	60	61	62
SENP1 inh	-4	-2	-1	0	-2	-2	-5	1	-1	1	nt	2
UBC13 inh	-12	3	0	7	5	-4	0	5	6	-2	5	-3
Apaf1 inhib	5	5	15	-10	-13	24	9	31	-15	-7	3	-1
SENP7 inh	-2	-5	-6	4	-3	-3	-5	-12	0	-2	9	0
SENP6 block	-2	-6	-5	-8	-17	-7	-26	-11	3	11	-1	0
SENP8 block-1	2	-1	11	2	4	5	-7	-5	5	1	3	-2
A3G deaminase	-2	1	-3	-3	1	1	-5	-11	-6	-7	-23	1
SENP8 block-2	-3	6	8	18	32	28	-378	-2	18	-158	nt	29

Compounds were not picked by outcome; any-hit rate near 3.6%.
